LAP4-GFP MLPCN = alters LAP4-GFP fluorescence in TOR pathway yeast screen | hit rate 0.34% among 320,000 | S. cerevisiae LAP4-GFP multiplex, flow cytometry GFP, 3 h; median GFP as percent of DMSO wells | GFP response vs DMSO, % at 10 µM | AID 2023;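 active = GFP response vs DMSO above a set limit, about the screen mean plus 3 SD, cut at about 150% in these data; inconclusive = under 70 cell events counted for the yeast strain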
Efflux pump inh = inhibitors of Candida antifungal efflux pumps expressed in yeast. S. cerevisiae Candida pump triplex, Nile Red efflux. hit rate 0.44% among 330,000. inhibition, % at 10 µM;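 active = plate passing quality check with inhibition over a set limit, or well fluorescence over plate mean plus 4 SD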;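 note: Nile Red retained in pooled yeast measured as flow cytometry median fluorescence; 0% = buffer negative control and 100% = Enniatin B positive control; higher means more Nile Red kept so more efflux inhibition; some compounds called inactive have numbers as strong as hits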
AHR act = activates the human aryl hydrocarbon receptor | P35869 | AHR-responsive luciferase reporter cells, luminescence | activation, % at 5 µM | hit rate 2.5% among 320,000; in the data active = activation above about 47%;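 note: 0% = vehicle wells and 100% = reference agonist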
Target sequence (P35869 whole entry, looked up): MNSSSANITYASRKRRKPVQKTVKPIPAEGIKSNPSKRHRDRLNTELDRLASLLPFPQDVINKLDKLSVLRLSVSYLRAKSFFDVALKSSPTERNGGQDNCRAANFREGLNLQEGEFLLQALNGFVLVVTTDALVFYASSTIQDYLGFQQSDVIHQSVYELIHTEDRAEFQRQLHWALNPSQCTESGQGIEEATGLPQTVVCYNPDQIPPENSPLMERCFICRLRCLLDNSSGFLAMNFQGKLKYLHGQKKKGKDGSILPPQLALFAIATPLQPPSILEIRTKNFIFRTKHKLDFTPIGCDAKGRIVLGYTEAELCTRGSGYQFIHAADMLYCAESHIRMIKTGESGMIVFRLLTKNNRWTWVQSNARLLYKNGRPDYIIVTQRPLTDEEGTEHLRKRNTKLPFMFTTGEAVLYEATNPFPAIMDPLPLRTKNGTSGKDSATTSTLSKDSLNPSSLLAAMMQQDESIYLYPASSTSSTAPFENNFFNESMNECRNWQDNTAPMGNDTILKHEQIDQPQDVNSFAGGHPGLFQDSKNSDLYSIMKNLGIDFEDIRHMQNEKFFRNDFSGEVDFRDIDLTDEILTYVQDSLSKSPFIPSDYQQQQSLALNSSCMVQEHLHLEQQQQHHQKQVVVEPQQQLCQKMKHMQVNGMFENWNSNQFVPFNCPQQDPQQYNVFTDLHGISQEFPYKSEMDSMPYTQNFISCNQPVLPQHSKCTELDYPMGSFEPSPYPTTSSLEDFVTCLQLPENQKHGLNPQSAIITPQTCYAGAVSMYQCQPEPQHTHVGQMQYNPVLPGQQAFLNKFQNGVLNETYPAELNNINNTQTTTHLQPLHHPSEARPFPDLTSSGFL
AGP1-GFP MLPCN = alters AGP1-GFP fluorescence in TOR pathway yeast screen | AID 2066 | hit rate 0.02% among 320,000 | S. cerevisiae AGP1-GFP multiplex flow cytometry, 3 h; GFP as percent of DMSO wells | GFP response vs DMSO, % at 10 µM;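 active = GFP response relative to DMSO above a set limit, near screen average plus 3 SD, cut at about 150% in these data; inconclusive = fewer than 70 cells counted for the yeast strain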;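 note: median GFP channel fluorescence of the gated AGP1 strain per well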
CR mimetic SO = lowers age-related superoxide in aged yeast cells. S. cerevisiae aged cells, superoxide DHE fluorescence; stronger effect = lower value. superoxide response (% of plate mean), % at 10 µM. hit rate 0.18% among 330,000;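 active = superoxide response under a set limit, about three screen SD below normal, cut at about 65% in these data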;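 note: yeast aged for seven days with compound at 30 °C before DHE staining; 100% = average MFI of all compound-treated wells on the plate with controls excluded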
MEP2-GFP yeast = alters MEP2-GFP fluorescence in TOR pathway yeast screen. GFP response vs DMSO, % at 10 µM. hit rate 0.51% among 330,000. AID 2016. S. cerevisiae MEP2-GFP strain, flow cytometry GFP, 3 h; 100% = DMSO control level;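 active = GFP response versus DMSO above a set limit, roughly screen mean plus 3 SD, cut at about 180% in these data; inconclusive = fewer than 70 cells counted for a yeast strain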;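 note: median GFP fluorescence of the barcode-gated MEP2-GFP cells per well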
RPL19A TOR yeast = yeast TOR pathway RPL19A-GFP modulation; S. cerevisiae RPL19A-GFP strain, flow cytometry, 3 h; stronger effect = lower value; percent response vs DMSO, % at 10 µM; hit rate 0.3% among 330,000; AID 2025;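 active = percent response vs DMSO below 50%; inconclusive = fewer than 70 events counted for the yeast strain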;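 note: median channel GFP fluorescence of the barcoded RPL19A-GFP strain; ratio of sample median GFP to plate DMSO average so 100% = DMSO; lower means less RPL19A-GFP as with rapamycin TOR inhibition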
CIT2-GFP yeast = alters CIT2-GFP fluorescence in TOR pathway yeast screen; GFP response vs DMSO, % at 10 µM; hit rate 0.065% among 320,000; S. cerevisiae CIT2-GFP strain, flow cytometry, 3 h; 100 means same as DMSO wells;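 active = GFP response relative to DMSO above a set limit, near the screen mean plus 3 SD, cut at about 150% in these data; inconclusive = Fewer than 70 cells measured for a yeast strain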;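 note: ratio of well median GFP fluorescence to mean of DMSO wells on the plate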
* = called active by the depositor; ? = inconclusive; . = no result given; & = joins results of further samples; [ ] = another dose, or the depositor's remark.

SMILES	LAP4-GFP MLPCN	Efflux pump inh	AHR act	AGP1-GFP MLPCN	CR mimetic SO	MEP2-GFP yeast	RPL19A TOR yeast	CIT2-GFP yeast
CCc1c(C#N)c(SCc2c(C)noc2C)nc2c1C(=O)CC(C)(C)C2	102.2	0.0	0.6	101.7	83.1	101.4	101.7	108.4
O=C(COc1ccc(/C=N/NC(=O)c2ccc(O)cc2)cc1)Nc1cccc([N+](=O)[O-])c1	109.1	-0.1	2.0	101.9	93.3	102.4	96.9	82.6
S=c1nc[nH]c2c1[nH]c1ccc(Cl)cc12	103.4	-0.1	25.4	106.6	110.3	104.5	103.6	102.3
Cc1cc(C2=NNC(=NCCc3ccccc3)SC2)c(C)n1-c1c(C)n(C)n(-c2ccccc2)c1=O	102.1	0.2	4.7	103.4	98.5	101.7	104.1	108.5
O=C(NCc1ccc(S(=O)(=O)NC2CCCCC2)s1)c1ccccc1	105.1	0.0	-2.3	97.0	103.3	92.1	85.6	90.3
Cc1cc(C)n(C(=O)c2cccc(S(=O)(=O)N3CCCC3)c2)n1	98.6	-0.1	1.9	91.3	78.0	95.4	97.9	97.2
COC(=O)c1ccc(-c2cc3onc(-c4ccccc4)c3c(=O)n2C)cc1	102.6	0.2	1.2	79.6	110.8	81.5	95.3	89.7
O=C(NNC(=O)c1ccc(NC(=O)c2ccccc2)cc1)Nc1ccccc1	86.8	0.0	2.7	99.8	108.6	98.6	96.9	101.8
Cc1ccc(-c2nc(CS(=O)(=O)CC(=O)NC3CCCCC3C)c(C)o2)cc1 (configuration not stated)	94.3	0.1	11.3	103.0	111.2	94.6	99.6	87.6
O=C(CCCCCn1nnc2ccccc2c1=O)Nc1ccccc1F	110.9	-0.1	0.3	105.3	82.8	99.7	103.1	105.3
COc1nccnc1NS(=O)(=O)c1ccc(NC(=O)c2ccccc2Br)cc1	92.5	0.2	0.8	96.4	99.4	104.4	104.2	96.7
CNC(=S)Nc1ccc(OC(F)(F)F)cc1	100.4	-0.1	-0.1	94.9	99.7	93.8	95.3	100.4
Cc1cccc(Cn2c(SCCO)nc3c2c(=O)n(C)c(=O)n3C)c1	99.1	0.0	1.5	98.0	93.8	100.0	97.7	107.8
Cc1ccc(-n2c(C)c(C)c3c(NCCCO)ncnc32)cc1	94.1	0.0	.	96.7	94.4	103.6	106.1	99.8
CCCS(=O)(=O)c1csc(C(=O)OC)c1N	105.2	0.0	0.8	102.1	98.3	93.5	93.7	91.8
Cc1onc(-c2ccccc2)c1C(=O)Nc1nnc(C(C)(C)C)s1	76.7	-0.1	6.3	96.0	106.2	97.0	95.4	93.5
CC(=O)OC1CCC2C3CCC4=CC(=O)CCC4(C)C3CCC2(C)[C@]1(C)O (some centres not stated)	119.8	0.0	-2.4	98.8	93.8	96.1	106.0	107.1
Cc1ccsc1-c1nc(CSCC(=O)N2CCN(c3ccccc3)CC2)c(C)o1	100.7	0.0	9.1	101.0	104.1	93.7	105.0	94.6
CCOC(=O)c1sc2nc(CC(=O)OC)nc(NCCN(CC)CC)c2c1C	100.1	-0.1	1.2	111.5	103.8	107.7	101.5	101.8
Cc1nc2c(ccc3c([N+](=O)[O-])cccc32)c(C)c1C	94.1	0.1	4.2	97.0	101.5	101.7	100.5	85.5
CCC1Oc2ccc(C)cc2N(CC(=O)N(Cc2cccnc2)Cc2cccc(F)c2)C1=O (configuration not stated)	89.8	0.1	7.8	95.7	101.4	92.7	95.9	.
COc1ccccc1C(=O)Oc1ccc(N2C(=O)CCC2=O)cc1	84.3	0.0	1.0	91.8	104.0	93.2	96.4	93.9
CCNC(=O)CN(C1CCCCC1)S(C)(=O)=O	92.7	-0.1	-0.4	105.0	101.7	98.2	102.0	99.2
O=C(NCC1CCCO1)c1ccc(NC(=O)c2ccc(Br)cc2)cc1 (configuration not stated)	105.4	0.0	-1.1	103.0	100.0	97.1	95.8	90.0
N#CCSc1nc2ccccc2c2nc3ccccc3n12	105.3	0.2	48.1*	88.1	97.5	89.2	95.6	80.0
Other structures
SMILES	LAP4-GFP MLPCN	Efflux pump inh	AHR act	AGP1-GFP MLPCN	CR mimetic SO	MEP2-GFP yeast	RPL19A TOR yeast	CIT2-GFP yeast
Cc1cc(C)nc(-n2nc(C)c3c(=O)[nH]c(C(F)(F)F)nc32)n1	?	0.1	-1.8	89.0	113.2	84.7[may fluoresce red and violet]	90.0	?
Cc1ccc(C)n1-c1ccccc1N1CCCCC1	96.5	0.0	-0.7	105.6	107.7	93.8	89.9	99.3
O=C(CCC(=O)Nc1ccccc1)N/N=C/c1ccccc1F	96.8	0.1	13.9	100.2	118.3	106.7	102.8	104.0
CC1(C)CC(N2CCN(c3ccccc3)CC2)=CC(=[N+]2CCCC2)C1	96.1	0.1	-2.0	89.2	128.2	96.8	97.4	94.1
CN1CCN(c2ccc(NC(=S)NC(=O)/C=C/c3ccco3)cc2)CC1	91.5	0.7	16.5	100.4	99.8	105.2	101.2	103.0
CCOC(=O)/C=C/CN(C(=O)OC(C)(C)C)S(=O)(=O)N1CC=CC1	132.6	0.0	-1.1	87.8	104.2	94.2	97.3	84.8
FC(F)(F)c1nc2ccccc2n2c(-c3ccc(Cl)cc3Cl)nnc12	106.6	0.1	0.0	103.4	90.7	103.8	95.7	92.4
COc1ccc2c(c1)C=C(C(=O)OCc1cccnc1)CO2	99.9	0.3	0.2	103.4	106.3	99.0	97.8	101.5
COc1cc(C(=O)NCCC(=O)N2CCN(C)CC2)cc(OC)c1OC	96.7	0.1	-0.1	93.7	100.2	97.7	92.7	91.8
O=C(COC(=O)c1ccccc1Br)Nc1ccc(F)cc1	108.5	0.1	0.6	104.4	120.4	105.8	99.4	82.0
CC(C#N)(NC(=O)COC(=O)c1ccccc1NCCO)C1CC1 (configuration not stated)	94.1	0.2	1.8	96.5	123.8	86.9	96.4	89.1
Cc1ccc(NC(=S)NCCc2ccc(S(N)(=O)=O)cc2)cc1C	96.6	0.0	4.6	98.1	102.2	104.9	100.0	100.8
CC(=O)CCC(=O)N1CCCC(CNC(=O)c2ccc(-c3ccccc3)cc2)C1 (configuration not stated)	101.9	0.0	7.7	99.7	99.1	98.7	94.3	102.0
CCOc1ccc(-n2c(SCC(=O)NCc3ccco3)nnc2-c2c[nH]c3ccccc23)cc1	108.8	0.2	0.1	100.2	108.6	100.6	99.9	100.8
COc1ccc(C)cc1NC(=O)CN1CCN(c2ccc(F)cc2)CC1	122.3	0.1	1.5	76.0	101.5	95.5	85.3	89.3
COC(=O)CN(Cc1ccccc1)S(=O)(=O)c1ccc(OC)c(OC)c1	108.3	-0.1	-0.9	98.5	92.1	92.8	92.3	91.8
COc1ccc2nc(NC(=O)C3CC(=O)N(c4ccccc4)C3)sc2c1 (configuration not stated)	106.1	0.2	5.0	92.5	119.3	102.3	104.2	97.8
CS(=O)(=O)N(CC(=O)NCc1ccco1)c1ccc(Cl)cc1Cl	93.9	-0.2	-1.3	102.9	94.7	96.9	97.4	103.1
O=S(=O)(NCCCc1ccccc1)c1ccc(Br)cc1	109.1	-0.1	-0.8	105.8	92.8	102.8	97.9	95.6
O=C(Nc1nc2ccc(Cl)cc2s1)c1cccc(N2C(=O)CCC2=O)c1	114.6	0.1	9.4	120.8	84.8	104.4	105.3	101.0
COc1cc(CNCCO)cc(Br)c1OCc1ccccc1	112.2	0.3	2.4	104.3	99.0	103.2	100.6	96.2
O=C(NC1CCCCC1)C(c1ccncc1)N(Cc1ccc(F)cc1)C(=O)c1ccccn1 (configuration not stated)	102.7	-0.1	0.3	116.4	97.8	123.0	97.0	108.8
c1cncc(-c2ccc3[nH]ccc3c2)c1	96.9	-0.1	7.7	92.3	101.2	99.3	91.3	90.9
CC(C)n1nnnc1SCC(=O)Nc1ccc2c(c1)OCO2	97.9	-0.1	56.0*	104.5	101.0	104.6	101.1	103.0
COc1ccc(N(C)C(=O)CCS(=O)(=O)c2cccc3nsnc23)cc1	100.9	0.0	1.2	98.9	101.0	98.3	97.7	96.3
Next compounds:
SMILES	LAP4-GFP MLPCN	Efflux pump inh	AHR act	AGP1-GFP MLPCN	CR mimetic SO	MEP2-GFP yeast	RPL19A TOR yeast	CIT2-GFP yeast
CCc1ccccc1-n1nnnc1SCC(=O)Nc1ccc(N2CCN(C)CC2)cc1	110.0	-0.2	4.5	107.6	109.5	107.6	100.5	102.2
CC(C)(C)c1ccc(OCCCC(=O)Nc2ccc(S(N)(=O)=O)cc2)cc1	90.2	0.0	1.8	102.5	107.0	108.5	104.3	106.5
Cc1n[nH]c(=O)nc1N/N=C/c1ccc(O)c([N+](=O)[O-])c1	76.2	0.0	4.3	97.2	98.4	98.2	98.3	107.3
COc1ccc2c(c1)OC(O)(C(F)(F)C(F)F)CC2=O (configuration not stated)	93.9	0.0	-0.6	98.8	82.7	97.3	99.2	100.2
Cc1ccccc1NC(=O)c1ccc(S(=O)(=O)C(F)F)cc1	98.6	0.1	3.2	95.8	104.2	87.0	94.3	83.2
COc1cccc(NC(=O)CSc2ccccn2)c1	105.4	0.1	-1.0	103.1	101.8	101.9	100.1	99.5
CC1CCN(CC(O)COc2ccc(C(=O)c3ccccc3)cc2)CC1 (configuration not stated)	100.6	0.1	1.6	106.7	99.8	113.0	109.1	112.4
Cc1ccc(C)c(OCCNc2ncccc2[N+](=O)[O-])c1	101.5	-0.1	6.2	101.9	95.9	102.9	104.4	101.2
COc1ccc(C2C(C(=O)OC(C)C)=C(C)N=c3s/c(=C\c4cccs4)c(=O)n32)cc1 (configuration not stated)	104.4	0.3	8.6	110.0	117.7	101.0	102.1	101.2
CCCCCCCCCCCCN1[C@@H](CC(=O)O)c2cc(C(F)(F)F)ccc2S1(=O)=O	124.6	-0.1	2.2	86.8	90.6	94.2	102.9	112.2
Cc1ccc(SCC(=O)NCc2ccc(F)cc2)cc1	112.6	0.0	-0.5	109.3	101.1	98.5	99.4	94.8
CC1(C)S[C@@H]2[C@H](NC(=O)Cc3ccccc3)C(=O)N2[C@H]1C(=O)O	106.4&95.7	0.5&-0.2	-2.8&0.3	88.8&96.2	107.8&89.9	96.1&105.1	109.8&103.6	83.9&98.8
CN(C)c1ccc(CNc2ncc(Br)cc2Br)cc1	101.2	-0.1	6.8	97.7	98.5	105.0	96.1	109.4
Nc1cccc2cnccc12	95.3	0.1	13.0	98.1	92.2	98.9	98.6	96.6
CS(=O)(=O)N(CCC#N)Cc1ccc(C=O)o1	98.6	-0.1	-1.3	104.0	102.7	94.8	101.7	101.3
CC(NCc1ccccc1)c1ccccc1O (configuration not stated)	106.6	-0.1	-2.2	107.7	117.9	97.1	96.0	96.1
COc1cc(CCC(=O)NNC(=O)c2cccc(Cl)c2)cc(OC)c1OC	109.4	-0.1	-0.8	99.8	90.0	102.7	94.5	95.4
Cc1ccc(S(=O)(=O)NCCCNS(=O)(=O)c2ccccc2)cc1	85.1[may fluoresce violet]	-0.2	-0.5	101.1[may fluoresce violet]	90.4	105.7[may fluoresce violet]	103.9[may fluoresce violet]	?
O=C(CSc1nnc2ccccn12)NNC(=O)c1ccccc1	93.2	0.0	2.9	101.3	101.7	100.8	99.0	104.5
CC1=C(C#N)C(c2ccc3ncccc3c2)C(C#N)=C(C)N1	100.2	-0.1	2.7	95.2	78.8	100.4	95.5	99.5
O=C(O)c1ccccc1-c1ccccc1C(=O)Nc1ccc(-c2nc3cc(Cl)ccc3o2)cc1	110.5	0.0	22.4	89.3	107.7	99.4	97.8	94.9
CSc1ncccc1C(=O)Nc1cc(Cl)ccc1N1CCOCC1	108.5	0.4	4.8	101.3	104.1	108.0	110.4	94.3

Compound activity as filed in PubChem BioAssay.
